Screening data (PubChem BioAssay)
S3 lipid droplet: qHTS Assay for Lipid Storage Modulators in Drosophila S3 Cells | Drosophila S3 cells, BODIPY lipid droplet fluorescence, 18-24 h; cells fed with added oleic acid | lipid storage change, negative = inhibition, % at the top dose, mostly 46.1 µM; hits show Potency in µM | hit rate 0.64% among 320,000; active means well fitted inhibition curve with a large enough effect in the signal ratio, with a control signal flat, not every such curve was filed as active; inconclusive means small, poorly fitted or top-dose-only effect, or effect the other way, or a change in a side signal; the % refers to the signal ratio
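Drosophila S3 cells got compounds at several concentrations plus oleic acid (400 uM solution). Laser-scanning cytometry with 488 nm excitation read lipid droplets at 500-530 nm and cells at 575-640 nm. Percent activity was relative to 20 uM Triacsin C.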
S3 lipid droplet cell count max: further read-out of S3 lipid droplet, marked with its call; cell number change, %; measured here: cell count max response;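 cells counted by Cell Tracker Red CMTPX staining in the red channel; peak over a dose series mostly up to 46.1 µM; percent activity relative to internal control wells on each plate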
Starred values were filed as active, the others as inactive; i = inactive; u = inconclusive; x = not tested or not shown. On the % scale 0 is the no-effect control and ±100 the full control effect; potency means the concentration at half of the fitted maximal effect. A portion of the library; count on the stated rates, not on these rows.

SMILES | S3 lipid droplet | S3 lipid droplet cell count max
Cc1cccc(NS(=O)(=O)c2cc3c4c(c2)C(C)C(=O)N4CCC3)c1 (stereo unspecified) | i | 16
CCN(CC)C(=O)COc1cc(C)c(Cl)c(C)c1 | 10% | -5
CCCOc1ccc(C(=O)Nc2ccc(N3CCN(C(C)=O)CC3)cc2)cc1 | 5% | 2
OC1(c2cccc(C(F)(F)F)c2)CCN(c2ccc(-c3ccccc3)nn2)CC1 | -10% | 13
COC(=O)c1ccc2c(c1)nc(C)n2CCO | 21% | 13
O=C(Nc1ccc(F)c(Cl)c1)C1CC(=O)N(Cc2ccco2)C1 (stereo unspecified) | 2% | -10
O=C1CCCC(=O)C1=Cc1c[nH]c2ccccc12 | u | x
CC1(C)CN=C(N(Cc2ccccc2)C(=O)Nc2ccccc2)S1 | 1% | x
Cc1ccc(-n2c(SCC(=O)Nc3nccs3)nc3c(c2=O)SCC3)cc1 | u | x
COc1ccc(NC(=S)NCc2ccc(F)cc2)cc1 | 11% | x
COc1cc(C(=O)O)ccc1OCc1c(C)noc1C | i | 5
OCCNc1nc2ccccc2n1-c1ncnc2sc3c(c12)CCC3 | u | x
Cc1nn(-c2ccccc2)c2c1C(c1ccncc1)C(C#N)=C(N)O2 (stereo unspecified) | i | x
Cc1cc(SCC(=O)N/N=C/c2ccc(C(=O)O)cc2)nc2ccccc12 | 3% | 19
Cc1ccc(C(C)NC(=O)COC(=O)C2=COCCO2)cc1C (stereo unspecified) | u | x
COc1ccc(NC(=O)c2ccc[n+]([O-])c2)cc1 | 11% | 4
CCCC(=O)Nc1c(-c2ccccc2Cl)c(=O)c2ccccc2n1C | -12% | 21
C/C(=N\NC(=O)c1c(-c2ccccc2Cl)noc1C)c1cccc(NC(=O)C(C)C)c1 | u | x
CCOC(=O)c1cc(CC)sc1NC(=O)COC | u | x
COC(=O)NNC(=O)/C=C/c1ccccc1 | u | x
CN(C)S(=O)(=O)c1ccc(C(=O)NCCc2ccco2)cc1 | -23% | 4
O=C(NCCCc1ccccc1)c1cc([N+](=O)[O-])ccc1Cl | u | x
N#CC1=C(N)N2C(=C(C#N)C1c1cccc(Br)c1)Nc1ccccc12 (stereo unspecified) | 0% | -11
CCc1[nH]nc2c1C(c1cccnc1)C(C#N)=C(N)O2 (stereo unspecified) | u | x
COc1ccc2oc(C(=O)OC(C)C(=O)Nc3ccc(N4CCOCC4)cc3)c(C)c2c1 (stereo unspecified) | 7.3µM* | -31*

Three compounds out of the list, sorted by count of non-hydrogen atoms, highest first:
SMILES | S3 lipid droplet | S3 lipid droplet cell count max
OC1(c2cccc(C(F)(F)F)c2)CCN(c2ccc(-c3ccccc3)nn2)CC1 | -10% | 13
Cc1nn(-c2ccccc2)c2c1C(c1ccncc1)C(C#N)=C(N)O2 (stereo unspecified) | i | x
CCN(CC)C(=O)COc1cc(C)c(Cl)c(C)c1 | 10% | -5

(listing goes on)
SMILES | S3 lipid droplet | S3 lipid droplet cell count max
NC(=O)/C=C/C(=O)Nc1ccc(Cl)cc1 | u | x
COc1cc(C)ccc1OCc1cc(C(=O)NC(C)Cn2cncn2)no1 (stereo unspecified) | -15% | -16
Cc1ccc(C(=O)N/C(=C\c2cccc([N+](=O)[O-])c2)C(=O)OCN2C(=O)c3ccccc3C2=O)cc1 | u | x
COc1ccc(C)cc1NC(=O)CN1CCN(c2ccccn2)CC1 | u | x
Cc1ccccc1OCCC(=O)N1CCN(S(=O)(=O)c2ccccc2F)CC1 | u | x
COC(=O)C(C)N=Cc1ccccc1 (stereo unspecified) | u | x
CCOc1ccc(NC(=O)CSc2n[nH]c(=O)n2-c2ccccc2)cc1 | u | x
CCOc1ccc(N2C(=O)CC(N(Cc3ccco3)C(=O)CC)C2=O)cc1 (stereo unspecified) | -13% | 4
O=c1cc(C(F)F)oc2c1ccc1ccccc12 | 8% | 8
Cc1ccc(NS(=O)(=O)c2c(C)ccc3nsnc23)c([N+](=O)[O-])c1 | u | x
O=C(NCc1ccccc1)C(=O)Nc1nc(-c2ccccc2)cs1 | u | x
O=C(Nc1cccc(F)c1)/C(=C\c1ccco1)NC(=O)c1cccs1 | -22% | x
O=C(N/N=C/c1c(Nc2cccc(C(F)(F)F)c2)nc2ccccn2c1=O)c1ccccc1 | u | x
Cc1ccc(C)c(NC(=O)CCC(=O)N/N=C/c2cccnc2)c1 | u | x
O=C(Nc1cc(S(=O)(=O)N2CCOCC2)ccc1N1CCCCC1)c1ccccc1 | u | x
CCN(CC)S(=O)(=O)c1ccc(Oc2ccccc2)cc1 | u | x
COc1ccc(Cl)c(OC)c1C(=O)NC(=O)Nc1c(F)cc(F)cc1F | u | x
O=C(Nc1ccc2nccnc2c1)Nc1ccccc1Cl | 5% | -11
COc1ccc(OC)c(C2C(C(=O)c3ccccc3)=C(C)Nc3nc4ccccc4n32)c1 (stereo unspecified) | 11% | 1
CC(C)C(=O)Nc1ccc(C(=O)N2CCCCCC2)cc1 | u | x
CCOC(=O)C1CCN(c2nc(-c3ccc(Br)cc3)nc3ccccc23)CC1 | 1% | 1
Cn1c(SCC(=O)Nc2ccccc2Br)nnc1-c1cnccn1 | u | x
O=C(Cc1ccccc1)NCC(=O)N1CCCCC1 | u | x
COc1ccc(O)c(C(=O)c2cnc3nc4ccccc4n3c2)c1 | u | x
CN(C)c1nc2ccc(OCCN3CCCCC3)cc2s1 | 1% | 2

Three compounds out of the list above, arranged by the number in S3 lipid droplet cell count max, ascending.
SMILES | S3 lipid droplet | S3 lipid droplet cell count max
O=C(Nc1ccc2nccnc2c1)Nc1ccccc1Cl | 5% | -11
CN(C)c1nc2ccc(OCCN3CCCCC3)cc2s1 | 1% | 2
O=c1cc(C(F)F)oc2c1ccc1ccccc12 | 8% | 8

Continued:
SMILES | S3 lipid droplet | S3 lipid droplet cell count max
CCC(CC)c1nnc(NC(=O)C2CC(=O)N(c3ccc4c(c3)OCCO4)C2)s1 (stereo unspecified) | 12% | 1
CC(C)(C)c1ccc(COC(=O)Nc2ccc(F)cc2)cc1 | 11% | 5
CC(=O)Nc1cccc(/C(C)=N/NC(=O)c2ccc(Cl)cc2Cl)c1 | 0% | 0
COC(=O)c1cccc(C(=O)Nc2ccc(C)cc2Br)n1 | u | x
CCOC(=O)C1CCCN(C(=O)COC(=O)c2ccc(C#N)cc2)C1 (stereo unspecified) | u | x
Cc1ccc2c([N+](=O)[O-])c(C)ccc2n1 | 0% | x
CCOC(=O)C(C)Oc1ccc(OCc2ccccc2)cc1 (stereo unspecified) | u | x
COc1ccc(NC(=O)c2oc3ccccc3c2NC(=O)C2CCCO2)cc1OC (stereo unspecified) | u | x
C/C(=N\N=C(N)N)c1ccc(C)c(C)c1 | u | x
Cc1c(NC(=O)CN2CCN(c3ccc([N+](=O)[O-])cc3)CC2)c(=O)n(-c2ccccc2)n1C | u | x
CN1C(=O)C(/C(N)=N/NC(=O)c2ccccc2)C2CC1(C)Oc1ccccc12 (stereo unspecified) | u | x
CCOC(=O)C1C(=O)NC(c2ccccc2)=NC1c1ccccc1 (stereo unspecified) | 5% | 11
CC1CN(c2ccc([N+](=O)[O-])c(NCCOc3ccccc3)c2)CCN1 (stereo unspecified) | 6% | 0
Cc1ccccc1NC(=O)CC1C(=O)Nc2ccccc2N1CC(=O)N(C)C1CCS(=O)(=O)C1 (stereo unspecified) | 5% | -4
O=C(c1ccccc1)N1CCN(CC(O)COc2cccc3ccccc23)CC1 (stereo unspecified) | -9% | -5
O=S(=O)(NCc1csc(-c2cccs2)n1)c1cccs1 | 9% | 10
O=C(CSc1cccc2cccnc12)Nc1cc(C(=O)O)cc(C(=O)O)c1 | u | x
CCOC(=O)CCNC(=O)N1CCCC(C(=O)c2cccc(OC(C)C)c2)C1 (stereo unspecified) | u | x
N#Cc1ccc(NC(=O)Cn2cnc(S(=O)(=O)N3CCCC3)c2)cc1 | -75% | 2
Cc1ccc(NC(=O)c2sc3ncn(CC(=O)N4CCOCC4)c(=O)c3c2C)c(Br)c1 | u | x
Cc1ccsc1C(=O)Nc1ccc(O)c(-c2nc3ccccc3s2)c1 | u | x
S=C(NCCc1ccccc1)Nc1ccc(Br)cn1 | u | x
Cc1ccc(/C=N/Nc2ccccn2)s1 | u | x
O=c1c2ccccc2ccc2ccccc12 | u | x
O=C(O)/C(=N/NC(=O)c1ccc(Cl)cc1)c1ccccc1 | u | x
New compounds follow.
SMILES | S3 lipid droplet | S3 lipid droplet cell count max
O=C(CCS(=O)(=O)c1cccs1)NC1CCCCCC1 | u | x
Clc1ccc(-c2nnc(NC3=NCCCCC3)o2)cc1 | -2% | 12
CSc1ccc(S(=O)(=O)Nc2ccc(OCC(=O)N3CCOCC3)cc2)cc1 | 0% | 7
CCOCCCNC(=S)N1CCC(C(=O)c2ccc3c(c2)OCCO3)CC1 | -4% | -21
O=C(CCC(=O)c1cccs1)Nc1nnc(C2CC2)s1 | i | 19
ONC(=Nc1ccccc1)c1ccccc1Cl | -15% | -1
COc1ccc(N(CC(=O)N2CCC(Cc3ccccc3)CC2)S(C)(=O)=O)cc1 | -5% | 1
COc1ccccc1C(=O)NC(=S)Nc1ccc(NC(=O)c2cccs2)cc1 | u | x
COc1cc2nc(C3CCC3)nc(N3CCN(c4ccccn4)CC3)c2cc1OC | u | x
Cc1ccc(OCCSc2nnc(C)c(=O)n2N)cc1 | 24% | x
COc1ccc(-c2cc3nc4n(c(=O)c3s2)CCC4)cc1 | i | x
N#Cc1c(-c2ccc(Cl)cc2)ccn2nc(CCC(=O)O)nc12 | u | x
CC(C)(C)C(=O)NC1(C(F)(F)F)NC(=O)N(Cc2ccccc2)C1=O (stereo unspecified) | -20% | 6
CCC(=O)n1nc(-c2ccc(OC)cc2)nc1SC | 0% | 1
O=C(CCC(=O)OCC(F)(F)C(F)F)Nc1ccccc1F | -2% | x
COc1cccc(OC)c1C(=O)Nc1nnc(-c2cccs2)s1 | 3% | 4
O=C(CN1CCSCC1)c1c[nH]c2ccccc12 | u | x
CC1CCC(C(=O)NC(C(=O)NCc2cccnc2)C(C)C)CC1 (stereo unspecified) | 9% | x
COc1cccc(N(Cc2nnc3n2CCCCC3)C(=O)Nc2ccccc2)c1 | u | x
CC(C)(C)Cc1nc(-c2ccccn2)no1 | i | 18
O=C1/C(=C/c2cccnc2)Sc2ccccc21 | u | x
Cc1ccc(S(=O)(=O)Nc2ccc(N(C)S(=O)(=O)c3ccc(C)cc3)cc2)cc1 | -2% | 14
CC(=O)N[C@@H](C)c1nc2ccccc2n1CCCN1CCN(c2nc(-c3ccc(C)cc3)cs2)CC1 | u | x
CC1CCCC(C)N1CCNC(=O)Nc1ccc(Cl)cc1 (stereo unspecified) | 1% | 13
CCOC(=O)C1=C(CC)Nc2ccccc2N=C1NC(=O)c1cccc(S(=O)(=O)N2CCOCC2)c1 | u | x

Record cards (already shown):
Record of Cc1ccc(OCCSc2nnc(C)c(=O)n2N)cc1 = S3 lipid droplet = 24%; S3 lipid droplet cell count max = x
Record of CCC(=O)n1nc(-c2ccc(OC)cc2)nc1SC = S3 lipid droplet = 0%; S3 lipid droplet cell count max = 1

The list continues.
SMILES | S3 lipid droplet | S3 lipid droplet cell count max
CC(C)(C)c1ccc(C(=O)NCCC(=O)Nc2ccc3c(c2)OCCO3)cc1 | u | x
Cc1nnc(SCC(=O)Nc2ccc(S(=O)(=O)N3CCCC3)cc2)n1N | i | 15
O=C(CNC(=O)c1ccccc1)NCC(=O)OCC(=O)c1ccc([N+](=O)[O-])cc1 | -2% | -7
CC1CCCC(NC(=O)CSc2ncccc2C(=O)O)C1C (stereo unspecified) | u | x
COc1cc(/C=C(\CC(=O)O)c2nc3ccccc3s2)cc(OC)c1O | u | x
COC(=O)/C=C1/N/C(=N\c2nc(C)cc(C)n2)N(c2ccccc2)C1=O | u | x
COc1ccccc1OCCNC(=O)Cc1ccc(S(=O)(=O)N2CCOCC2)s1 | u | x
CCCNC(=S)NC1CC2CCC(C1)N2Cc1ccccc1 (stereo unspecified) | u | x
CC(=O)Nc1nnc(COc2ccccc2)s1 | u | x
COC(=O)c1ccc(S(=O)(=O)N2CCOCC2)o1 | u | x
CC(C(=O)NCc1ccc2c(c1)OCO2)N(c1ccccc1)S(C)(=O)=O (stereo unspecified) | 7% | 7
O=C(NCCc1ccccc1)c1ccc(Cl)c(S(=O)(=O)N2CCCC2)c1 | u | x
CC(C)c1cccc(C2=CC(=O)C[C@H](c3ccc4c(c3)OCO4)C2)c1 | i | -7
Clc1ccccc1CNc1nc2ccccc2n2cnnc12 | 25% | -2
Nc1nc(C(F)(F)F)c(Br)c(=O)n1N | u | x
COc1ccc(NC2=CC(c3ccc(F)cc3)N(c3ccc(OC)cc3)C2=O)cc1 (stereo unspecified) | u | x
COc1ccc(/C=C(\NC(=O)c2ccco2)C(=O)NC(Cc2ccccc2)C(=O)O)cc1 (stereo unspecified) | u | x
CS(=O)(=O)NCCn1ccc2ccccc21 | 7% | x
